Bioassay records from PubChem.
Abeta yeast res = compounds reversing amyloid beta toxicity in yeast. 410,000 tested, 0.063% active. Potency, µM (top dose mostly 46.1 µM), for the others: at the highest dose growth rescue, most hits filed as activators. yeast expressing A-beta42, growth rescue, OD600, 48 h; response scale: 0% DMSO, 100% iron-clioquinol control. AID 1347071; note: potency is the fitted concentration of half-maximal effect; nearly all actives have a fitted effect of over 55% in size
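Yeast growth medium received pinned compounds, then yeast cells expressing toxic A-beta were added; plates incubated at 30 C for 48 hr. Growth read as absorbance at 600 nm, normalized to DMSO and equimolar FeCl3 plus clioquinol controls.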
HepG2 tox = kills HepG2 cells in TGF-b inhibitor counter-screen; HepG2 CAGA-GFP viability, ATP luminescence, 18 h; Potency, µM (titrated, usually from 46.1 µM), without a hit: top-dose activity change, negative = cytotoxicity, hits mostly cytotoxic; 410,000 tested, 0.76% active; AID 588856; note: potency is the fitted concentration of half-maximal effect; some results filed as inactive show a strong effect at the top dose
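CellTiter-Glo luminescence gave cytotoxicity after 18 hours at 37 degrees C. The cells were HepG2 CAGA-GFP in 1% FBS DMEM, stimulated with 500 pg/mL TGF-beta after compound addition. %Activity was normalised to no-cell wells (complete cell-killing) and DMSO (no toxicity), and curves were fitted and classified.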
pAkt inh = inhibitors of Akt phosphorylation; activity change, % for hits at 50 µM; Neuro2A IGF-stimulated pAkt S473 HTRF, 20 min; stronger effect = lower value; AID 651550; 360,000 tested, 0.32% active; in the data active = activity change below about -80%; inconclusive = mostly about -51% to -80%; note: % is set by controls: 0 for no effect and ±100 for the full control effect
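Neuro2A cells (4,500/well, DMEM with 0.5% FBS) were treated with compound at a single 50 µM final concentration, stimulated with 6 nM IGF for 20 min at 37 °C, and lysed. Phospho-Akt Ser473 was read by HTRF as 665/615 ratio ×10^4.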
A549 viability = kills or reduces viability of A549 cells in Nrf2 counter-screen; A549 ARE-Fluc cells, CellTiter-Fluor viability, 18-24 h; Potency, µM (top dose mostly 46 µM), inactives show top-dose activity change, negative = cytotoxicity, usual class: inhibitors; 390,000 tested, 0.16% active; note: potency is the fitted concentration of half-maximal effect; % is set by controls: 0 for no effect and ±100 for the full control effect
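Cytotoxicity counterscreen: CellTiter-Fluor fluorescence was measured in A549 ARE_Fluc cells after 18-24 h of compound exposure in a concentration series. The subsequent BugLite luminescent read reports ARE-luciferase activity.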
Nrf2 ARE act = activates Nrf2 signaling; AREc32 ARE-luciferase reporter (MCF7-derived line), luminescence, 24 h; Potency, µM (top dose mostly 46.1 µM), without a hit: at the top dose activation, most hits filed as activators; 410,000 tested, 0.31% active; AID 624171; note: potency is the fitted concentration of half-maximal effect; % of control where 0% means no effect; nearly all actives have a fitted effect of over 65% in size
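Reporter line AREc32 (ARE-Fluc), seeded overnight in OPTI-MEM with 5% FBS; compound pin-transferred, 24 hr at 37 deg C, 5% CO2; luminescent read-out.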
Mm-Cpn inhibitor = inhibitors of Methanococcus maripaludis chaperonin (MmCpn) | 330,000 tested, 0.031% active | Potency, µM (doses to about 76.9 µM), for the others: at the highest dose activity, negative = inhibition, hits mostly inhibitors | AID 504842 | purified Mm-Cpn ATPase, ADP Transcreener TR-FRET; note: potency is the fitted concentration of half-maximal effect; % is set by controls: 0 for no effect and ±100 for the full control effect; nearly all actives have a fitted effect of over 80% in size
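25 nM Mm-CPN + cpd, 10 min 37°C; + 10 uM ATP, 30 min 37°C; buffer 30 mM Tris pH 7.4, 100 mM KCl, 5 mM MgCl2, 1 mM DTT; Transcreener ADP HTRF detection 30 min RT.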
TGFb SMAD3 inh = inhibitors of TGF-b signaling; 410,000 tested, 1.2% active; HepG2 CAGA-GFP TGF-b/SMAD3 reporter, GFP fluorescence, 18 h; TGF-beta stimulated, 500 pg/mL final; Potency, µM (top dose mostly 46.1 µM), inactives show top-dose activity, negative = inhibition, most hits filed as inhibitors; AID 588855; note: potency is the fitted concentration of half-maximal effect; % is set by controls: 0 for no effect and ±100 for the full control effect; nearly all actives have a fitted effect of over 65% in size
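Using HEPG2 CAGA-GFP reporter cells at 1000 cells/well, we pinned test compounds, stimulated with recombinant TGF-beta (500 pg/mL final) and measured total well GFP after 18 h.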
CCT modulator = changes cytosolic chaperonin activity | purified chaperonin ATPase assay, HTRF ADP detection, 30 min | activity change, % (test concentration not listed), hits read low | 360,000 tested, 0.3% active | AID 651819; in the data active = activity change below about -30%; note: % is set by controls: 0 for no effect and ±100 for the full control effect
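Enzyme 40 or 20 nM (batch-dependent) in Tris pH 7.4/KCl/MgCl2/DTT; cpd 76 uM single point; ATP 10 uM; 30 min 37 °C; Transcreener ADP HTRF detection, 30 min RT; ratio 665/615.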
Nrf2 block = blocks Nrf2 signaling; Potency, µM (series often up to 46 µM), inactives show at the top dose activity change, negative = inhibition, hits mostly inhibitors; A549 ARE-Fluc reporter, luciferase luminescence, 18-24 h; 360,000 tested, 2.1% active; note: potency is the fitted concentration of half-maximal effect; % is set by controls: 0 for no effect and ±100 for the full control effect; nearly all actives have a fitted effect of over 60% in size
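Cells were seeded and rested 2 h, then exposed to compounds for 18-24 h. CellTiter-Fluor was read first as a viability measure. BugLite was added 15 min before the final luminescent read of ARE-luciferase activity in A549 cells.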
An asterisk follows results filed as active; i = inactive; ? = inconclusive; nt = no result given; [ ] = remark or other dose. Unless noted, calls come from the whole dose curve; as a rule, active = well fitted curve in the direction sought with a large enough effect; inconclusive = small, poorly fitted or top-dose-only effect, or another doubt; inactive = no such curve, though single readings can be large; an effect the other way counts as inactive or inconclusive.

SMILES	Abeta yeast res	HepG2 tox	pAkt inh	A549 viability	Nrf2 ARE act	Mm-Cpn inhibitor	TGFb SMAD3 inh	CCT modulator	Nrf2 block
COCCCNC(=O)C1CCC(=O)N1Cc1ccccc1Cl (stereo not drawn)	21%	9%	i	1%	-0.5%	-2%	14%	0.0	3%
OC(COc1ccccc1F)CN1CCC(Cc2ccccc2)CC1 (stereo not drawn)	0%	-37%	i	-4%	-0.6%	-2%	-16%	-4.2	2%
O=C(CSc1nnc(NC(=O)c2ccccc2[N+](=O)[O-])s1)NCc1ccco1	-17%	13%	i	2%	7.1%	-8%	0%	0.3	-4%
Cc1cc(C)cc(NC(=O)CN2C(=O)c3ccccc3Sc3ccc(C(=O)N4CCCC4)cc32)c1	18%	-19%	nt	-17%	12%	nt	-16%	nt	nt
CCCN(CCC)C(=O)CC(c1ccccc1)c1cc(Br)ccc1O (stereo not drawn)	-2%	-95%	i	?	0.0%	3%	?	-0.4	16µM*
CC(=O)c1ccc(NC(=O)CCCC(=O)c2ccccc2)cc1	-2%	7%	i	0%	-0.2%	-1%	0%	-0.9	17%
FC(F)(F)c1cccc(CNC(=S)Nc2ccccc2)c1	25%	-13%	i	2%	-0.5%	-5%	?	-2.6	-20%
COc1ccc(N(CCOc2ccccc2)S(=O)(=O)c2ccccc2)cc1	-19%	-43%	i	0%	1.9%	1%	-1%	0.3	-12%
CCn1cc(S(=O)(=O)Nc2cc(C)ccc2F)cn1	11%	2%	i	0%	0.3%	0%	5%	-2.2	-1%
COc1ccc(-c2csc(N3CCC(c4ccccc4)CC3)n2)cc1	7%	9%	i	0%	-0.4%	-1%	4%	-3.8	17%
CC(=O)c1cccc(NC(=O)C2(C)Cc3c(-c4ccccc4)ccnc3O2)c1 (stereo not drawn)	2%	-8%	i	nt	3.2%	nt	34%	0.6	nt
CC1(C)Cc2c(C#N)c(N)n(-c3ccccc3)c(=O)c2CO1	3%	3%	i	0%	-0.2%	0%	6%	-1.5	12%
COC(=O)c1ccc2nc(-c3ccc(F)cc3)c(Cc3ccccc3OC)n2c1	-20%	nt	i	nt	8.7%	nt	nt	0.2	nt
O=C(CSc1nnc(Cc2ccccc2)n1-c1cccc(Cl)c1)NNC(=O)Cc1ccccc1	11%	2%	i	9%	0.4%[9.22 µM]	0%	3%	1.8	7%
CN(C)c1nnnn1-c1ccccc1Oc1ncc(C(F)(F)F)cc1Cl	5%	-3%	i	4%	0.6%	1%	-3%	-4.1	0%
CN(C(=O)c1ccccc1)c1nccnc1C#N	26%	-2%	i	-1%	-0.1%	-4%	1%	-1.2	1%
CCOC(=O)C1C(=O)C(=O)N(C2CCCCC2)C1C(=O)OCC (stereo not drawn)	-10%	-3%	i	4%	0.2%	nt	-2%	-2.0	-2%
CC(=O)c1ccc(S(=O)(=O)N2CCCC(N(C)CCc3ccccc3)C2)cc1 (stereo not drawn)	3%	-17%	i	4%	0.3%	-1%	-7%	0.6	2%
COc1cc(C(=O)Nc2ccccc2-c2nc(-c3ccccc3)no2)cc(OC)c1OC	-5%	3%	nt	4%	0.5%	nt	1%	nt	19%
CCOc1cccc(C(=O)NC(=S)Nc2ccccc2)c1	8%	-25%	i	18%	3.3%[9.22 µM]	1%	0%	-2.4	?
CCC(C)(C)NC(=O)CN(C(=O)c1snc(C(N)=O)c1N)c1ccc2c(c1)OCCO2	14%	-5%	i	-6%	0.0%	-2%	31%[activator]	-0.7	-21%
CCCNC(=O)C1CCN(c2cc(C)nc3c(-c4ccc(OC)c(OC)c4)c(C)nn23)CC1	3%	1%	nt	-9%	-1.2%	nt	-6%	nt	?
COc1ccc(CCNC(=O)C2COc3ccccc3C2)cc1OC (stereo not drawn)	-15%	1%	nt	10%	1.1%	nt	-3%	nt	nt
Cc1ccc(OCC(=O)NCC2(N3CCN(C)CC3)CCCCC2)cc1	-6%	13%	nt	-11%	0.1%	nt	?	nt	17%
CCCn1c2c(c(=N)c3c1CCC3)CCC2	-9%	-4%	i	-17%	-1.3%	2%	-23%	-3.7	7.3µM*
CCCCCn1c(Br)nc2c1c(=O)n(CC(N)=O)c(=O)n2C	-10%	-2%	i	-5%	3.8%	-3%	-2%	0.9	7%
CCCCNC(=O)/C(C#N)=C/c1ccc(F)cc1F	-4%	-30%	i	1%	10%	0%	3%	-4.0	-26%
CCc1ccc(-n2c(C)cc(/C=N/NC(=O)c3ccncc3)c2C)cc1	-9%	-26%	i	-2%	0.1%	-24%	?	-0.5	-20%
COc1ccc(-c2c(C(F)(F)F)nn(C)c2NC(C)=O)cc1	3%	-35%	i	-4%	-0.4%	1%	0%	1.0	-13%
CCc1cccc(C)c1NC(=O)Cc1ccsc1	9%	-2%	i	-4%	-0.1%	0%	-20%	-0.3	?
Cc1cccc(NS(=O)(=O)c2cccc([N+](=O)[O-])c2)n1	6%	-12%	i	0%	0.1%	1%	1%	1.8	-8%
Cc1c(Cl)cccc1NC(=O)c1ccc2snnc2c1	-10%	-4%	nt	0%	0.5%	nt	23%	nt	-9%
Cc1ccc2c(N)[nH]nc2n1	-9%	9%	i	0%	2.4%	1%	-11%	-0.3	14%
Cc1ccc(Sc2ccc(N)cc2C#N)cc1	6%	-10%	i	0%	2.3%	nt	-1%	-3.3	?
CC1=CC(C)(C)n2c(O)c(N=NC(N)=S)c3c(C)ccc1c32	28%	5%	i	-12%	3.2%	0%	0%	-2.8	1%
C=CCNc1nc(Cl)nc(Nc2ccc(OC)cc2OC)n1	-13%	-24%	i	-7%	2.5%	3%	-8%	-5.8	15%
COc1ccccc1OCc1cc(-c2ccccc2)no1	7%	-10%	i	13%	1.6%[9.22 µM]	1%	-1%	-3.6	?
O=C(NCc1ccc(F)cc1)c1cc(C2CCCCN2C(=O)CCc2ccccc2)on1 (stereo not drawn)	9%	-22%	i	nt	3.7%	nt	-15%	0.6	nt
CCc1ccc(OCCNC(=O)c2cc(SC)ccc2Cl)cc1	19%	-1%	i	?	0.1%	-20%	-1%	-4.4	18µM*
O=C(NNC(=O)C12CC3CC(CC(C3)C1)C2)c1cccc(O)c1	-12%	0%	i	2%	-0.9%	0%	3%	-3.8	-8%
NS(=O)(=O)c1ccc(Nc2nc(-c3ccc(O)cc3)cs2)cc1	4%	0%	i	-2%	1.8%	-1%	-4%	-6.0	?
CCOc1ccccc1NC(=O)C1CCCN(S(=O)(=O)c2ccc(OC)c(C)c2)C1 (stereo not drawn)	-3%	-11%	i	-8%	-0.1%	0%	?	-0.1	-26%
CCOC(=O)C1C(=O)NC(SCC(=O)Nc2nccs2)=C(C#N)C1c1ccccc1OCC (stereo not drawn)	-94%[inhibitor]	0%	nt	-19%	4.2%	-1%	-21%	-1.8	?
CCOc1ccc(C)cc1S(=O)(=O)N1CCCCC1	-14%	9%	i	-10%	-0.6%	1%	-10%	0.0	?
CN1CCN(CCCOc2ccc(-c3ccccc3)cc2)CC1	-9%	-3%	i	-13%	5.1%	-2%	?	1.9	6%
C#CCn1c(=NC(=O)CN2C(=O)CCC2=O)sc2cccc(OC)c21	-4%	-17%	i	-1%	5.9%	0%	0%	1.2	-12%
Cc1cc(C)c2c(-n3cccc3)c(C(=O)NNS(=O)(=O)c3ccc(Br)cc3)sc2n1	-10%	-18%	i	-13%	0.1%	1%	-1%	-1.6	?
CCn1c(=O)cc(OCC(=O)Nc2cc(Cl)c(OC)cc2OC)c2ccccc21	-10%	-1%	nt	-11%	0.6%	nt	0%	nt	3%
Cc1ccc(C(=O)OCC(=O)N2CCOCC2)c(C)c1	-4%	-21%	i	2%	0.5%	0%	3%	-1.3	12%
C/C(=N\Nc1nc(N)cc(Cl)n1)c1cccc(N)c1	9%	-25%	i	-1%	5.5%	0%	-20%	0.7	23%
Later entries:
SMILES	Abeta yeast res	HepG2 tox	pAkt inh	A549 viability	Nrf2 ARE act	Mm-Cpn inhibitor	TGFb SMAD3 inh	CCT modulator	Nrf2 block
COc1ccc(S(=O)(=O)NCCc2csc(-c3ccc(F)cc3)n2)cc1F	25%	-38%	nt	-15%	5.6%	nt	?	nt	nt
Cc1cccc(-c2nsc(SCC(=O)Nc3cc(C)on3)n2)c1	-10%	3%	i	-27%	-0.8%	0%	-14%	-0.2	?
COc1ccc(CNC(=O)C2CCC(=O)N2C(C)C)c(OC)c1 (stereo not drawn)	-17%	-5%	i	3%	-0.4%	1%	3%	-2.6	-5%
CCOC(=O)c1sc(NC(=O)COC(=O)C(CCSC)NC(C)=O)nc1C (stereo not drawn)	0%	-1%	i	5%	0.1%	-3%	6%	-8.4	-20%
CCCn1c(SCC(=O)Nc2ccccc2Cl)n[nH]c1=O	4%	18%	i	8%	-0.7%	1%	26%	-1.0	-4%
Cc1ccc(CN2CCc3nc(Nc4ccc5c(c4)OCCO5)ncc3C2)cc1	-12%	-41%	nt	-12%	4.5%	nt	-5%	nt	nt
O=C(CSc1ncn(-c2ccccc2)n1)Nc1nccs1	-2%	-5%	nt	-3%	2.8%	2%	-2%	0.8	4%
O=C(OCc1ccccc1)N1CCC2CC1c1cc(NCCc3ccccc3)ccc12 (stereo not drawn)	8%	-19%	i	1%	5.3%	nt	-19%	1.8	?

Given with two lines to a compound: entries from further up.
The line under a structure holds: Abeta yeast res, HepG2 tox, pAkt inh, A549 viability, Nrf2 ARE act, Mm-Cpn inhibitor, TGFb SMAD3 inh, CCT modulator, Nrf2 block
Cc1cccc(-c2nsc(SCC(=O)Nc3cc(C)on3)n2)c1
→ -10%, 3%, i, -27%, -0.8%, 0%, -14%, -0.2, ?
COc1ccc(CNC(=O)C2CCC(=O)N2C(C)C)c(OC)c1 (stereo not drawn)
→ -17%, -5%, i, 3%, -0.4%, 1%, 3%, -2.6, -5%
